From PubChem
Shn3 inh set2: Schnurri-3 reporter inhibition in Clone20 osteoblasts; inhibition, % at 12.5 µM; Clone20 osteoblast Shn3 3'UTR firefly luciferase, 24 h; 0.52% of 360,000 active;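 active means mean inhibition of at least 75% with every replicate also reaching 75%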;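 further: 0% = median of neutral control wells and 100% = pilot-screen positive control compound; some compounds past the cut are filed as inactive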
MITF TRPM1 inh: MITF TRPM1 promoter inhibition in SK-MEL-5 cells. 0.83% of 330,000 active. inhibition, % at 12.5 µM. SK-MEL-5 TRPM1 promoter luciferase, 24 h;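 active means mean inhibition across replicates of 60% or more, whatever share of single replicates reaches that level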; further: values of inactives mirror those of a sister screen read the other way
CaV13 FRET inh: Disruptors of the CACNA1D IQ motif to Ca2+-dependent inactivation inhibitor domain association, primary screening, Förster resonance energy transfer in intact living …; HEK cells, CFP/YFP FRET ICDI-IQ, plate reader, 10 min; percent FRET-ratio fall versus neutral wells; inhibition, % at 12.3 µM; 0.098% of 340,000 active; AID 743397;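 active means mean replicate inhibition of at least 30% and at least 1% of replicates passing that level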;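 further: 0% = median of the neutral control wells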
Peg3 prom inh: reduces Peg3 promoter-driven luciferase expression in HeLa | 1.7% of 360,000 active | inhibition, % at 20 µM | HeLa PEG-Prom luciferase reporter, luminescence, overnight;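 active means inhibition of at least 50% at 20 µM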
HTR2A ag: activates the mouse 5-HT2A serotonin receptor | CHO-K1 mHTR2A beta-arrestin complementation, luminescence; percent of 30 µM serotonin response | P35363 | activation, % at 7.6 µM | 0.66% of 360,000 active;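 active means activation above a run cutoff, the mean activation of all tested compounds plus 3 SD, cut at about 14% in these data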;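 further: 0% = plate median of compound wells and 100% = 30 µM serotonin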
Target sequence (P35363 whole entry, looked up): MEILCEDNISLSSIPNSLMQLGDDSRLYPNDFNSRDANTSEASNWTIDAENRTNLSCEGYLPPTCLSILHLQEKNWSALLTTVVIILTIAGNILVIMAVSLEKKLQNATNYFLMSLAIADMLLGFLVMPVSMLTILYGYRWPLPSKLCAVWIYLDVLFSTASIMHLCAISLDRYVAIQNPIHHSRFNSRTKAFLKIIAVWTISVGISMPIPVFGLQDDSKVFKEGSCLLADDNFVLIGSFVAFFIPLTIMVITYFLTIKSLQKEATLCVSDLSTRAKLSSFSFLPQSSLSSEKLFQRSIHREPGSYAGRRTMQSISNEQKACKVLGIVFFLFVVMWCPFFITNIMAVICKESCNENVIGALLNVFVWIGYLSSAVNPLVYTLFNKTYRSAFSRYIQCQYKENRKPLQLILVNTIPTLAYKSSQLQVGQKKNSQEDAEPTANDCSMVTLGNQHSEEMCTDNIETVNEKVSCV
NR2E3 ag-1: human photoreceptor-specific nuclear receptor agonism; Q9Y5X4; CHO-S Gal4-NCOR/VP16-NR2E3 two-hybrid, luciferase; inhibition of corepressor binding, % at 3.98 µM; 0.35% of 360,000 active; AID 602229;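 active means inhibition above the mean of all tested compounds plus 3 SD, cut at about 70% in these data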;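 further: 0% = DMSO with NR2E3 transfected cells and 100% = cells lacking NR2E3 construct; higher means lower luciferase signal from less NR2E3 corepressor binding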
Target sequence (Q9Y5X4 whole entry, looked up, the tested form may be a part): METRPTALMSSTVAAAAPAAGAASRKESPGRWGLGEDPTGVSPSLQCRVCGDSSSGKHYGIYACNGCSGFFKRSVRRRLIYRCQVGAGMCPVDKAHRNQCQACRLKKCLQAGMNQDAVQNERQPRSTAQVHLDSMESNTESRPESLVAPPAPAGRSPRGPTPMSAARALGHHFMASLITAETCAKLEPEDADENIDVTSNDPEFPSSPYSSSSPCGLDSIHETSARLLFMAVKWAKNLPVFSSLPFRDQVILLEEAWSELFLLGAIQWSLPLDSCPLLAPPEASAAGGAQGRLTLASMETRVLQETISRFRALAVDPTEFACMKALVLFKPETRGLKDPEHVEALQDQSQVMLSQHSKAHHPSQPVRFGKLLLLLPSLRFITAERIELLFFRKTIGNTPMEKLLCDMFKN
HIF-2a inh: inhibitors of HIF-2a; 786-0 RCC cells HIF-2a reporter, luciferase luminescence, overnight; inhibition, % at 18.8 µM; 0.72% of 360,000 active; AID 624352;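 active means inhibition of the luminescence signal of 40% or more relative to plate controls, in a single-dose primary screen at 18.75 µM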
hiPSC survival: hiPSC single-cell survival enhancement; 0.044% of 360,000 active; survival enhancement, % at 20 µM; ATPlite luminescence; 100% = ROCK inhibitor wells, 0% = DMSO; in the data active means survival enhancement above about 18%;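 further: cells exposed to compounds for 16 hours before the ATP read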
Cardio protect: modulators protecting cardiomyocytes from myocardial damage | H9c2 cardiomyocytes, H2O2 injury protection, ATPLite, 2 h | protection from H2O2 cell death, % at 20 µM | 0.63% of 360,000 active | AID 588492;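 active means compounds giving at least 50% protection of heart cells from peroxide-induced death in the single-dose screen, raw or plate-pattern-corrected value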;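 further: 0% = DMSO wells with peroxide and 100% = DMSO wells without peroxide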
PDI turbidity: PDI (human) enzyme inhibition; PDI insulin aggregation turbidity, A650, 90 min; inhibition, % at 10 µM; 0.052% of 350,000 active; AID 588391;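 active means mean inhibition across replicates of 30% or more, whatever share of single replicates reach that level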;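 further: absorbance from insulin aggregation driven by PDI reduction with DTT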
NR2E3 ag-2: NR2E3 (human) agonism; Q9Y5X4; GST-NR2E3/biotin-RetCOR TR-FRET, 1536-well; inhibition of corepressor binding, % at 4.78 µM; 0.12% of 320,000 active; AID 2300;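 active means percent inhibition above the cutoff of mean plus 3 SD of all tested compounds, set per screening campaign, cut at about 20% in these data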;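 further: 0% = DMSO wells and 100% = biotin wells as full block of FRET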
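Assay system: NR2E3–RetCOR corepressor complex. Quantity: 1.35 nM GST-NR2E3. Buffer or medium: pH 7.5 Tris-based buffer. Reagent: biotinylated RetCOR corepressor at 7 nM final. Schedule: 5 h at 4 °C. Detection: TR-FRET, emission read at 617 and 671 nm. Replicates: one well per compound, singlicate testing.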
* marks the source's active call; other numbers are inactive results; · = no result given; & = joins results of further samples. The order is random (roughly 3.9% active in at least one column).

cpd	Molecule	NR2E3 ag-2	Cardio protect	HTR2A ag	HIF-2a inh	hiPSC survival	Shn3 inh set2	MITF TRPM1 inh	CaV13 FRET inh	PDI turbidity	NR2E3 ag-1	Peg3 prom inh
1	COc1ccc(CNC(=O)CNS(=O)(=O)c2cccc(C#N)c2)cc1OC	·	6	3	21	1.1	-24	11	-3	3	-5	14
2	Cc1cc(Oc2cc(NN3CCCCC3)c([N+](=O)[O-])cc2[N+](=O)[O-])c(C(=O)c2ccccc2)cc1Cl	-1	-9	2	17	-4.8	2	4	-12	4	27	21
3	CC(=O)c1ccc(S(=O)(=O)N(C)CCCC(=O)NCc2ccc3c(c2)OCO3)cc1	·	-1	-6	-2	-0.2	12	-3	-6	4	30	-26
4	C[C@H]1CN([C@@H](C)CO)C(=O)c2cc(NC(=O)NC3CCCCC3)ccc2O[C@H]1CN(C)C(=O)Nc1ccc(C(F)(F)F)cc1	·	-4	6	15	8.4	15	12	-5	6	31	11
5	CCc1ccc(NC(=O)C2(c3ccccc3)CC2(Cl)Cl)cc1 (configuration not stated)	1	-14	-4	11	0.5	3	-9	-3	14	-1	22
6	OC(COc1ccc2ccccc2c1)CN1CCOCC1 (configuration not stated)	4	-3&-2	-3&-3	-134&-148	3.4&0.5	-29&-57	-64&-11	-10&-4	-8&5	-34&-33	-131&-100
7	COc1cccc(NC(=O)CN(C)CC(=O)Nc2ccc(Cl)cc2[N+](=O)[O-])c1	-1	-10	-3	18	0.3	-1	-1	-2	0	-25	15
8	Nc1nnc(SCc2nnc(-c3ccccc3)o2)s1	0	5	7	-30	-0.9	-17	-7	-6	2	-16	-49
9	CC(C)c1ccc(NC2CCCN(C(=O)CCc3cn[nH]c3)C2)cc1 (configuration not stated)	·	3	-1	-4	-0.3	-8	-12	-7	4	12	23
10	O=C(CN1CCN(c2ccccc2F)CC1)c1c[nH]c2ccccc12	4	-5	-1	-26	2.5	-3	10	0	0	4	-3
11	N/C(Cc1ccc([N+](=O)[O-])cc1)=N\OC(=O)c1ccc(Br)cc1	2	-2	-2	12	0.4	-1	9	-5	-5	-13	-4
12	Cc1ccc(C(=O)Nc2ccccc2Sc2ccccc2)cc1	-1	9	4	8	0.5	-6	-3	-3	-7	-26	-17
13	Cc1nc2c(Br)c(C)nn2c2c1CCC2	1	2	3	5	0.3	-19	-11	-3	2	-15	23
14	COC(=O)C1(C)CCCC2(C)c3cc(OC)ccc3C(=O)C(Br)C12 (configuration not stated)	·	-11	5	11	-2.5	-9	·	-7	-5	7	16
15	C[C@@H]1CN([C@H](C)CO)C(=O)CCCn2nncc2CO[C@H]1CN(C)S(=O)(=O)c1ccc(-n2cccn2)cc1	·	1	1	12	1.6	3	·	-7	-1	-25	-16
16	CC(C)n1nnnc1C(c1ccc(F)cc1)N1CCN(C2CCCC2)CC1 (configuration not stated)	·	-1	-8	18	-2.7	-28	-15	-1	13	-6	-6
17	Cc1ccc2[nH]c(C(=O)N/N=C/c3ccc([N+](=O)[O-])cc3)c(C)c2c1	·	-6	-5	-5	-0.5	8	11	-7	-20	-3	-34
18	CS(=O)(=O)c1ccccc1C(=O)Nc1nc2ccccc2[nH]1	2	-6	2	-8	-0.2	-15	-5	3	-3	3	-13
19	CCOc1ccc(/C(O)=C2\C(=O)C(=O)N(c3cc(C)on3)C2c2ccccc2OC)cc1 (configuration not stated)	5	3	5	17	2.5	14	-3	-4	-6	-35	15
20	COc1ccccc1C(=O)COC(=O)c1ccccc1O	0	-10	-4	-16	0.2	-25	4	-5	-7	-29	-62
21	COc1cccc(CN(C)C(=O)C2CCCN(C(=O)c3ccc(Cl)cc3)C2)c1 (configuration not stated)	·	13	-7	9	-0.4	-27	·	-18	-8	-18	12
22	CCCCCCCN1CCC(=O)N(CCO)CC1	0	1	-1	0	0.3	-34	-6	-5	5	-19	-10
23	COc1cnn(-c2ccc(F)cc2)c(=O)c1Br	3	9	3	-13	-0.2	16	19	13	-7	-21	7
24	Cn1cc(C(=O)O)c(-c2ccc3c(c2)OCCCO3)n1	3	2	6	2	0.8	-5	-1	-3	-3	-18	-4
25	CN(C)S(=O)(=O)c1cccc(NC(=O)COC(=O)c2cc3ccccc3oc2=O)c1	0	-7	2	-291	0.4	-77	-81	-3	-1	-26	-284
26	COc1ccc(C(=O)N2CCN(CC(=O)N3CCOCC3)CC2)cc1	8	-9	-2	0	3.0	8	-7	-6	-2	1	16
27	O=C(NC1CC1)C1CCN(C2CCN(C(=O)c3c(F)cccc3Cl)CC2)CC1	-2	-1	-9	8	0.6	-2	6	-7	-1	12	-15
28	COc1ccc(OC)c(CNC(=O)CCc2nc(-c3cccs3)no2)c1	-2	10	-3	11	-0.1	3	6	-5	-1	6	4
29	Cc1ccc(S(=O)(=O)N2CCOC2CNC(=O)C(=O)NCCCN2CCOCC2)cc1 (configuration not stated)	2	1	-1	15	-0.4	4	6	·	-1	-17	14
30	COc1ccc(CCNC(=O)c2n[nH]c3ccccc23)cc1	3	-6	-5	-187	-0.4	4	-26	0	9	-35	-115
31	Cc1cc(OCC(=O)NCc2ccccn2)cc(C)c1Br	1	-2	3	-82	1.6	-15	-5	·	2	2	-37
32	Cc1sc2ncn(CC(=O)NCC(=O)N(C)C3CCCCC3)c(=O)c2c1C	0	9	2	-4	1.1	4	8	-3	2	3	1
33	O=C(NCCCN1CCCCC1)c1ccc2c(c1)NC(=O)C(N1CCOCC1)S2 (configuration not stated)	3	-2	-2	9	-1.6	-11	11	-3	0	-2	-8
34	COc1ccccc1N(CC(=O)NC1CCCC1)C(=O)c1oc(C(C)(C)C)cc1C	-1	-8	-5	20	2.2	21	2	2	9	12	15
35	NS(=O)(=O)c1ccc(CCNS(=O)(=O)c2ccc(Cl)s2)cc1	·	12	4	3	-0.4	2	-1	-5	-6	0	13
36	O=c1ccn(Cc2ccccc2)c2ccccc12	3	-5	5	5	-1.5	15	-3	-9	-7	-5	9
37	O=c1c2cc(Cl)ccc2[nH]c(=S)n1Cc1ccco1	3	-1	-3	7	0.2	-12	6	-12	-1	4	10
38	CCOc1cccc(=O)c2c(C)n(CC(=O)c3ccccc3)c(C)c12	0	5	-5	2	-0.6	2	5	-9	-6	-24	8
39	Cn1nccc1/C=N\NC(=O)c1ccc(Cl)cc1	-1	-4	-8	-26	-0.3	-17	8	·	-1	-6	-7
40	O=C(NCc1ccco1)c1cccc(S(=O)(=O)N2CCCCC2)c1	-1	-2	0	13	1.4	10	-1	-2	-2	-10	7
41	Cc1ccc(Nc2ncnc(-n3cccc3)n2)cc1Cl	3	-8	6	-272	-0.3	-153	-38	-16	-4	-35	-334
42	CCC(=O)Nc1ccc2nc3c(=O)[nH]c(=S)[nH]c3nc2c1	3	5	6	22	-0.6	-2	2	-22	10	5	7
43	CC(NC(=O)C(=O)NCCc1c[nH]c2ccccc12)c1ccccc1 (configuration not stated)	2	1	8	-21	-0.6	-14	5	-4	-2	-2	1
44	COc1cccc(C2c3[nH]c4ccccc4c3C[C@H]3C(=O)N(c4ccccc4C(=O)N4CCC[C@H]4C(=O)O)C(=O)N23)c1 (some centres not stated)	1	-2	1	20	-0.6	-1	11	·	·	1	1
45	COc1ccc(OC)c(NC(=O)/C=C/c2ccccc2[N+](=O)[O-])c1	1	3	-5	-72	2.4	-2	2	-8	10	-26	-69
46	CCOC(=O)c1ccc(Nc2nc(-c3cccnc3)nc3ccccc23)cc1	5	49	-4	-12	-1.1	26	36	-2	-3	7	49

Given field by field: part of the list above
46: CCOC(=O)c1ccc(Nc2nc(-c3cccnc3)nc3ccccc23)cc1
  NR2E3 ag-2: 5
  Cardio protect: 49
  HTR2A ag: -4
  HIF-2a inh: -12
  hiPSC survival: -1.1
  Shn3 inh set2: 26
  MITF TRPM1 inh: 36
  CaV13 FRET inh: -2
  PDI turbidity: -3
  NR2E3 ag-1: 7
  Peg3 prom inh: 49
34: COc1ccccc1N(CC(=O)NC1CCCC1)C(=O)c1oc(C(C)(C)C)cc1C
  NR2E3 ag-2: -1
  Cardio protect: -8
  HTR2A ag: -5
  HIF-2a inh: 20
  hiPSC survival: 2.2
  Shn3 inh set2: 21
  MITF TRPM1 inh: 2
  CaV13 FRET inh: 2
  PDI turbidity: 9
  NR2E3 ag-1: 12
  Peg3 prom inh: 15
35: NS(=O)(=O)c1ccc(CCNS(=O)(=O)c2ccc(Cl)s2)cc1
  NR2E3 ag-2: ·
  Cardio protect: 12
  HTR2A ag: 4
  HIF-2a inh: 3
  hiPSC survival: -0.4
  Shn3 inh set2: 2
  MITF TRPM1 inh: -1
  CaV13 FRET inh: -5
  PDI turbidity: -6
  NR2E3 ag-1: 0
  Peg3 prom inh: 13
31: Cc1cc(OCC(=O)NCc2ccccn2)cc(C)c1Br
  NR2E3 ag-2: 1
  Cardio protect: -2
  HTR2A ag: 3
  HIF-2a inh: -82
  hiPSC survival: 1.6
  Shn3 inh set2: -15
  MITF TRPM1 inh: -5
  CaV13 FRET inh: ·
  PDI turbidity: 2
  NR2E3 ag-1: 2
  Peg3 prom inh: -37
